# HTT ATP protect: qHTS Multiplex Assay to Identify Dual Action Probes in a Cell Model of Huntington: Cytoprotection (ATP); PC12 HTT-Q103 induced, cytoprotection, ATP luminescence, 40 h; Potency, µM (series often up to 56.4 µM), inactives show cytoprotection (ATP increase), actives largely listed as activators; actives 0.14% (n = 230,000);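 also: potency is read from the fitted curve at half-maximal effect; % of control where 0% means no effect; nearly all actives have a fitted effect of over 45% in size; toxic huntingtin expression switched on by the ecdysone agonist tebufenozide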
#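 Stable PC12 Q103-GFP cells in serum-supplemented, phenol red-free DMEM; induction by tebufenozide at 100 nM final; compound dose series; cell viability quantified luminescently from ATP.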
# IMPase Li cell: qHTS Assay for Identifying the Cell-Membrane Permeable IMPase Inhibitors: Potentiation with Lithium; CHO-M1 cells, IP1 TR-FRET (IP-One), carbachol + lithium; Potency, µM (titrated, usually from 59.4 µM), for inactives: top-dose activity, negative = IMPase inhibition, usual class: inhibitors; actives 0.35% (n = 210,000); AID 1457, 2008;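 also: IP1 builds up when IMPase is blocked and the TR-FRET signal falls; potency is read from the fitted curve at half-maximal effect; plate controls were basal vehicle for no effect and high inhibitor control for full effect; nearly all actives have a fitted effect of over 50% in size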
#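 CHO cells stably expressing M1 receptor (2000/well, cultured 16–30 h) treated 30 min at 37C with compound plus low lithium. Cytosolic IP1 by TR-FRET (665/620 ratio and 620 channel) after 10 min lysis; AC50 by Hill fit.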
# CBFb-RUNX1 inh: qHTS Assay for Compounds Blocking the Interaction Between CBF-beta and RUNX1 for the Treatment of Acute Myeloid Leukemia. AID 1477, 2009. 230,000 tested, under 10 active. AlphaScreen CBFb-His/RUNX1-biotin binding, biochemical. Runt-related transcription factor 1 (Homo sapiens) + Core-binding factor subunit beta …. Potency, µM (doses to about 59.8 µM), for inactives: at the highest dose activity, negative = inhibition, actives largely listed as inhibitors; also: % of control where 0% means no effect
# Target sequence (Q01196 whole entry, looked up): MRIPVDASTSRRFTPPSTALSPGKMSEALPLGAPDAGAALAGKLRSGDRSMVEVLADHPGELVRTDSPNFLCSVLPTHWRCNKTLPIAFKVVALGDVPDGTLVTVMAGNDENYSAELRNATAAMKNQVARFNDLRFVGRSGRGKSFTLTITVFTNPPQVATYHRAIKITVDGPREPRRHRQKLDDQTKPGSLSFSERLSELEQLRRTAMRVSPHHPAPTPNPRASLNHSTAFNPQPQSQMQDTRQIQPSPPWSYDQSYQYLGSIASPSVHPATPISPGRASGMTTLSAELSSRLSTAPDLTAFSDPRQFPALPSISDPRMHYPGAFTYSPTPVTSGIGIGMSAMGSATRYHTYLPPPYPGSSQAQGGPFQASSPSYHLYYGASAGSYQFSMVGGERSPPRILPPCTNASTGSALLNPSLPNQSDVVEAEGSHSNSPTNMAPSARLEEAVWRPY
# Target sequence (Q13951 whole entry, looked up): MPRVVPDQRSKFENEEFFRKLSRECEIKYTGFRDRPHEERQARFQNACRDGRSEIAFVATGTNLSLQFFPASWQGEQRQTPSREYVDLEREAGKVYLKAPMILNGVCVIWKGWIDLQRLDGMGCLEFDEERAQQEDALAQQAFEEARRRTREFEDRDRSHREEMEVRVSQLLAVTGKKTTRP
#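 His-tagged CBF-beta and biotinylated RUNX1 (30 nM each) were premixed 20 min at room temperature, exposed to compound for 15 min, then given nickel-chelate and streptavidin AlphaScreen beads (50 ng each). After 90 min, AlphaScreen signal was read.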
# SMN2 splice up: qHTS Assay for Enhancers of SMN2 Splice Variant Expression | Potency, µM (titrated, usually from 46.1 µM), inactives show at the highest dose activity change, positive = activation, hits mostly activators | actives 2.8% (n = 210,000) | HEK293 SMN2-luciferase splicing reporter, luminescence, 30-36 h; also: potency is read from the fitted curve at half-maximal effect; % of control where 0% means no effect; nearly all actives have a fitted effect of over 55% in size
#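 HEK293 cells carry an SMN2 minigene-luciferase reporter in which exon 7 inclusion puts luciferase in frame. Cells were seeded at 2000 cells/well, attached for 10-12 hours, then exposed to compounds for 30-36 hours at 37C before ONE-Glo luminescence.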
# HttQ103 aggreg: qHTS Multiplex Assay to Identify Dual Action Probes in a Cell Model of Huntington: Aggregate Formation (GFP); PC12 HttQ103-GFP aggregates, Acumen cytometry, 40 h; Potency, µM (titrated, usually from 46.1 µM), for inactives: top-dose activity change, negative = inhibition, usual class: inhibitors; actives 1.1% (n = 220,000); AID 1688, 2009; also: potency is read from the fitted curve at half-maximal effect; % is scaled to controls: 0 for no effect and ±100 for the full control effect; nearly all actives have a fitted effect of over 60% in size
#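 Read-out: GFP aggregate count by laser scanning cytometer (488 nm excitation, 500-530 nm emission, 1–25 µm objects >6 SD above background). Cells: PC12, inducible HTTex1-Q103-GFP, 100 nM tebufenozide; compounds titrated.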
# Luc counter: Counterscreen for Luciferase (Kinase-Glo TM) Inhibition; Luciferin 4-monooxygenase (Photuris pensylvanica), Q27757; Kinase-Glo luciferase, ATP luminescence, 8 min; Potency, µM (doses to about 38.3 µM), for inactives: top-dose activity change, negative = inhibition, hits mostly inhibitors; actives 0.28% (n = 200,000); also: potency is read from the fitted curve at half-maximal effect; % is scaled to controls: 0 for no effect and ±100 for the full control effect; nearly all actives have a fitted effect of over 60% in size
#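 Recombinant Kinase-Glo luciferase, 10 uM ATP (linear range), luciferin; imidazole pH 7.2 / KCl / MgCl2 / Tween / BSA buffer; 8 min RT; luminescence.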
# LMNA splice mod: qHTS Assay for Modulators of Lamin A Splicing; HeLa LMNA splicing GFP/RFP minigene ratio, 48 h; Potency, µM (titrated, usually from 46.1 µM), for inactives: at the top dose ratio change, negative = inhibition, actives largely listed as inhibitors; actives 0.01% (n = 200,000); AID 1487, 2009; active = well fitted inhibition curve with a large enough effect in the signal ratio, with a control signal flat, not every such curve was filed as active; inconclusive = small, poorly fitted or top-dose-only effect, or effect the other way, or a change in a side signal; the % refers to the signal ratio; also: potency is read from the fitted curve at half-maximal effect; % is scaled to controls: 0 for no effect and ±100 for the full control effect
#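 Read-out is the ratio of GFP to DsRed2 object intensity, acquired by 488 nm laser-scanning cytometry on HeLa lamin A-EGFP minigene reporter cells. Compound incubation 48 hrs at 37 °C in Opti-MEM with 2% FBS; DMSO 0.5% final.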
# An asterisk follows results filed as active; ? = inconclusive; / = no result given; [ ] = dose if it differs, or a comment. Unless noted, calls follow the shape of the dose curve; as a rule, active = well fitted curve in the direction sought with a large enough effect; inconclusive = small, poorly fitted or top-dose-only effect, or another doubt; inactive = no such curve, though single readings can be large; an effect the other way counts as inactive or inconclusive. The order is random; 4% or so of the library scored in one or more.
nr	SMILES	HTT ATP protect	IMPase Li cell	CBFb-RUNX1 inh	SMN2 splice up	HttQ103 aggreg	Luc counter	LMNA splice mod
1	CCOc1ccc(Cl)cc1CNCCNCCO	2%	-3%[38.3 µM]	5%	1%	2%	-3%	0%
2	COc1cccc(CSc2nnc(-c3ccco3)n2C)c1	-7%	9%[38.3 µM]	-5%	8%	-8%	-8%	14%
3	Nc1ccc2nc(-c3cc(Cl)c(N)c(Cl)c3)[nH]c2c1	-21%[1.9 µM]	15%	15%	16µM*	?	?	-27%
4	CCOn1c(-n2nc(C)cc2C)nc2ccccc2c1=O	-9%	7%[38.3 µM]	0%	22%	5%	-2%	-8%
5	CC(=O)Nc1cccc(N2C(=O)CC(N3CCC(C(=O)N4CCCCC4)CC3)C2=O)c1 (stereo not given)	-6%	17%[38.3 µM]	-2%	13%	-3%	2%	-9%
6	COc1ccc(Cl)cc1Nc1nc(N2CCCC2)nc(N2CCCC2)n1	-3%[10 µM]	1%[38.3 µM]	1%	18%	?	2%	3%
7	COc1cc(C(C(=O)NC(C)(C)C)N(C(=O)CNC(=O)c2cccs2)c2ccc(C(C)C)cc2)cc(OC)c1OC (stereo not given)	9%	-4%[38.3 µM]	-3%	?	20%	1%	-3%
8	CCOc1ccccc1NC(=O)[C@@H](NC(=O)c1cccc(S(=O)(=O)N2CCOCC2)c1)C(C)C	-2%	2%	-5%	-10%	-8%	0%	-8%[46 µM]
9	Cc1ccc(NC(=O)CC2C(=O)OCC3CCCCN32)cc1Cl (stereo not given)	-4%[10 µM]	-7%	-12%	-15%	31%	-1%	-2%
10	COC(=O)c1ccc(-c2ccc(C(c3c(C)[nH][nH]c3=O)c3c(C)[nH][nH]c3=O)o2)cc1	-27%	10%	?	-40%[inhibitor]	-7%	6%	/
11	COc1ccc(CCn2c(SCC(=O)Nc3cc(C)on3)nc3ccccc3c2=O)cc1OC	16%	-8%[38.3 µM]	5%	-10%	12%	-5%	6%
12	CCn1c(=O)n(CC)c2cc(S(=O)(=O)N3CCC(c4ccccc4)CC3)ccc21	13%	37%[38.3 µM]	5%	/	?	2%	?
13	Cc1[nH]c2ccccc2c1CCN(Cc1cccs1)C(=S)NC(C)(C)C	3%	6%	0%	-11%	-15%	-1%	-5%[9.22 µM]
14	Fc1ccc(Cn2nnnc2C(c2cccs2)N2CCN(C3CCCCC3)CC2)cc1 (stereo not given)	8%[10 µM]	12%	6%	/	7%[9.22 µM]	-1%	-9%[46 µM]
15	COc1ccccc1N(CC(=O)NC1CCCCC1)S(=O)(=O)c1cccs1	10%[10 µM]	/	19%	/	-1%[9.22 µM]	/	/
16	COc1ccc(C2=CSC3=NNC4(CCCCC4)NN23)cc1	-66%[inhibitor]	23%	-3%	5%	?	3%	?
17	CC(=O)N1CCC(C(=O)c2ccc(Cl)cc2)CC1	2%	30%[activator][38.3 µM]	0%	-13%	-7%[1.84 µM]	7%	5%
18	O=c1[nH]cnc2c1sc1nc(-c3ccccc3)c3c(c12)CCCC3	-3%[10 µM]	-5%	4%	-13%	2%	-1%	-9%
19	Clc1ccc(CSc2ccc(-c3cccnc3)nn2)cc1	-50%[inhibitor]	5%	2%	-28%	-11%	-2%	/
20	COc1ccc(/C=N/Nc2ccc([N+](=O)[O-])cc2S(=O)(=O)N2CCN(C)CC2)cc1	16%[10 µM]	-4%	4%	-7%	-5%	-2%	-4%
21	O=C(CCCOc1ccc(Cl)cc1Cl)NNC(=O)c1ccc(NC(=O)c2ccccc2)cc1	/	-27%	13%	-5%	-3%	1%	-8%
22	Cc1ccc(-n2nnnc2SCC(=O)NC(C(=O)O)(c2ccccc2)c2ccccc2)cc1C	-18%	-4%	2%	/	-14%	/	/
23	COc1ccc(CCNC(=O)CSc2nnnn2Cc2ccc3c(c2)OCO3)cc1OC	-6%	5%[38.3 µM]	4%	-14%	-10%	0%	-2%
24	c1ccc(Oc2ncnc3oc(-c4ccccc4)cc23)cc1	-4%	-19%[38.3 µM]	1%	-7%	20%	0%	13%
25	CN(C)Cc1ccccc1-c1nc(NCc2cccs2)c2ccccc2n1	-28%	5%	/	/	/	/	?
26	O=C1c2ccccc2C(=O)N1CCCc1nc(-c2ccncc2)no1	4%	5%[38.3 µM]	0%	-5%	14%	-2%	8%
27	CCn1c(COc2ccc(OC)cc2)nnc1SCC(=O)Nc1cc(OC)ccc1OC	3%[10 µM]	3%[38.3 µM]	-2%	-22%	-5%	2%	-11%
28	COc1ccc(C2SCC(=O)N2CCCN(C)C)cc1 (stereo not given)	1%	32%[38.3 µM]	-2%	-10%	18%	-1%	-4%
29	O=S(=O)(c1ccc(Cl)cc1)N1CCCC(C(F)(F)F)C1 (stereo not given)	-6%	13%	4%	2%	14%	1%	?
30	CCOC(=O)c1c(NC(C)=O)sc2c(O)c(CN3CCN(CC)CC3)ccc12	-24%	-9%[38.3 µM]	-8%	-13%	-1%	2%	0%
31	C=CCn1c(SCC(=O)Nc2nc(C)cs2)nnc1C(CO)NC(=O)c1ccccc1 (stereo not given)	-13%[0.074 µM]	-4%[38.3 µM]	0%	46%	-4%	1%	16%
32	Cc1ccc(S(=O)(=O)Nc2nsc(N)n2)cc1	-1%	-17%[38.3 µM]	4%	0%	?	-5%	6%
33	Cn1c(COc2ccccc2)nnc1SCCN1CCOCC1	-1%[10 µM]	-18%[38.3 µM]	4%	-8%	-6%	0%	?
34	Cc1ccc(C)c(Cn2c(=O)c3c(nc4n3CCN4Cc3ccco3)n(C)c2=O)c1	-9%	4%[38.3 µM]	-16%	-18%	9%	-6%	-4%
35	Cc1onc(-c2c(F)cccc2Cl)c1C(=O)NC1CCSC1=O (stereo not given)	9%	29%[38.3 µM]	24%	-9%	-2%	-4%	5%
36	COc1ccc(CN2CCNC(=O)C2CC(=O)NCc2csc(C(C)C)n2)c(OC)c1 (stereo not given)	3%[10 µM]	2%	2%	/	-2%[9.22 µM]	-5%	-3%[46 µM]
37	Cc1cc(=O)oc2ccc(OCC(=O)N3CCC(C)CC3)cc12	19%[10 µM]	5%[38.3 µM]	3%	21%	-21%	-1%	16%
38	Cc1cccc(C(=O)N2CCC(n3nnc4cc(F)ccc43)CC2)c1	26%[10 µM]	6%[38.3 µM]	12%	-3%	2%	4%	-4%
39	CCOC(=O)Cn1c(=O)n(CC(=O)OCC)c2ccccc21	-3%	21%[38.3 µM]	9%	5%	11%	-1%	9%
40	Cn1c(=O)c2c(nc(Oc3ccc4ccccc4c3)n2C)n(C)c1=O	14%	65%[activator][38.3 µM]	4%	-28%	1.4µM*	3%	-5%
41	Cc1ccc(N2CCN(CCc3nc4cc(NC(=O)c5ccco5)ccc4n3C)CC2)cc1	28%	37%[activator][38.3 µM]	-8%	-32%[inhibitor]	?	1%	?
42	CC1(C)[N+]([O-])=C2C(=[N+]([O-])C1(C)C)c1ccccc1/C2=N\O	-2%[0.074 µM]	-10%[38.3 µM]	1%	-7%	9%	-2%	9%
43	COc1ccc(CCNC(=O)c2[nH]c(C)c(C(C)=O)c2C)cc1	-2%	40%[38.3 µM]	3%	-13%	-6%	-3%	?
44	COc1ccccc1OCCC(=O)Nc1cccc(S(=O)(=O)N2CCCCC2)c1	5%[10 µM]	1%	-4%	-15%	9%	2%	?
45	Cc1cccc(NC(=O)C2(c3ccc([N+](=O)[O-])cc3)CCCC2)c1	1%	19%[38.3 µM]	-1%	-35%[inhibitor]	-21%	1%	10%
46	Cc1ccc(NC(=O)/C=N/OCC(=O)NCc2ccccc2Cl)cc1	22%[10 µM]	/	0%	/	-5%[9.22 µM]	/	/
47	O=C(CN1c2ccccc2Sc2ccccc21)N/N=C/c1ccccc1	-7%[10 µM]	/	-2%	/	-20%[9.22 µM]	/	/
48	CCCc1cc(-c2n[nH]c(C)c2-c2ccc(C(=O)OCC)o2)c(O)cc1O	2%	22%[38.3 µM]	-27%	-17%	-26%	-3%	?
49	CCOC(=O)CN(C(=O)CCC(=O)Nc1cc(C)on1)C(C(=O)NC1CCCC1)c1cccnc1 (stereo not given)	-6%	-10%[38.3 µM]	1%	12%	12%	-1%	2%
50	CCOC(=O)Cn1cnc2c(cnn2-c2ccc(Cl)cc2)c1=O	-68%[inhibitor]	/	8%	/	16µM*	/	?

# Shown with one line to a screen: two of the compounds above
13: Cc1[nH]c2ccccc2c1CCN(Cc1cccs1)C(=S)NC(C)(C)C
45: Cc1cccc(NC(=O)C2(c3ccc([N+](=O)[O-])cc3)CCCC2)c1
Assay by compound	13	45
HTT ATP protect	3%	1%
IMPase Li cell	6%	19%[38.3 µM]
CBFb-RUNX1 inh	0%	-1%
SMN2 splice up	-11%	-35%[inhibitor]
HttQ103 aggreg	-15%	-21%
Luc counter	-1%	1%
LMNA splice mod	-5%[9.22 µM]	10%

# (list continues)
nr	SMILES	HTT ATP protect	IMPase Li cell	CBFb-RUNX1 inh	SMN2 splice up	HttQ103 aggreg	Luc counter	LMNA splice mod
51	O=C(NNC(=O)C(c1ccccc1)c1ccccc1)c1cccs1	-28%[10 µM]	19%[38.3 µM]	7%	8%	-18%	4%	-12%
52	Cc1cc(NC(=O)CSc2nc(-c3ccccc3Cl)nc3c2c(=O)n(C)c(=O)n3C)no1	-1%	?	-1%	-2%	-10%	0%	?
53	COC(=O)N1C(/C=C/C=C/c2ccc(OC)cc2)=Cc2ccccc2C1CC(C)=O (stereo not given)	-21%[10 µM]	6%	1%[13.1 µM]	-8%[9.22 µM]	/	-4%[7.66 µM]	0%[9.22 µM]
54	N=c1c(C(=O)NCc2ccc(F)cc2)cc2c(=O)n3ccccc3nc2n1Cc1cccnc1	-26%	-10%[38.3 µM]	-6%	-5%	3%	-5%	15%
55	CCOC(=O)C1=C(CC)Nc2ccccc2N=C1NC(=O)CCNC(C)=O	-33%[inhibitor]	6%	12%	6%	1%	-1%	-23%[46 µM]
56	Cc1cc(=O)[nH]c(SCC(=O)c2ccc3c(c2)NC(=O)CO3)n1	5%[10 µM]	/	2%	/	21%[9.22 µM]	/	/
